# Source: PubChem BioAssay
# Mito fusion act: qHTS Assay for Small Molecule Inhibitors of Mitochondrial Division or Activators of Mitochondrial Fusion. S. cerevisiae fusion-defective mutant growth rescue, CellTiterGlo 48 h. Potency, µM (series often up to 46.1 µM), for the others: top-dose growth rescue (activation), actives largely listed as activators. actives 0.23% (n = 320,000). AID 485298, 2010;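 also: potency is read from the fitted curve at half-maximal effect; % of control where 0% means no effect; nearly all actives have a fitted effect of over 45% in size; temperature-sensitive fusion mutants such as fzo1-1 at 37 °C on non-fermentable ethanol glycerol medium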
#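 Luminescent cell viability in 1536-well qHTS format served as the measure of rescued growth in ts fusion-mutant S. cerevisiae cultured on non-fermentable YPEG for 48 hours at 37C.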
# TSHR antag: Antagonists of the Thyroid Stimulating Hormone Receptor: HTS campaign; activity change, negative = inhibition, % at 11.5 µM; Thyrotropin receptor (Homo sapiens), P16473; TSHR-expressing cells, TSH-stimulated cAMP HTRF, 2 h; stronger effect = lower value; actives 0.2% (n = 330,000);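 active = activity change below a set negative limit, meaning inhibition stronger than a set level, cut at about -70% in these data; inconclusive = activity change between two set negative limits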; also: % is scaled to controls: 0 for no effect and ±100 for the full control effect
#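 TSHR-expressing cells, 200/well, pre-treated with compound, then stimulated with EC80 TSH (4nM final) for 2 hours at 37 deg C. cAMP measured by competitive HTRF: anti-cAMP cryptate antibody in lysis buffer plus cAMP-d2, read after 30 minutes at room temperature.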
# hERG WT inh: qHTS for Inhibitors of KCHN2 3.1: Wildtype qHTS. Voltage-gated inwardly rectifying potassium channel KCNH2 (Homo sapiens), Q12809. U2OS, BacMam KCNH2, thallium flux FluxOr; stronger effect = lower value. activity change, % at 1.84 µM. actives 0.37% (n = 340,000). AID 720551, 2013;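 active = maximum activity change below -70%; inconclusive = maximum activity change between -70% and -50%; inactive = maximum activity change above -50%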; also: % is scaled to controls: 0 for no effect and ±100 for the full control effect
#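 U2OS cells were transduced with wild-type KCNH2 virus (2.03 x 10^8 / mL) for 4 h at room temperature, then cultured overnight at 37 C. Thallium flux was read with FluxOr dye. Rate constants were normalized to DMSO controls.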
# Eya2 inh: qHTS Assay for Inhibitors of the Phosphatase Activity of Eya2 | recombinant Eya2, OMFP fluorescence dephosphorylation (OMFP is methylfluorescein phosphate) | Potency, µM (top dose mostly 76.9 µM), for the others: at the top dose activity, negative = inhibition, most hits filed as inhibitors | actives 0.006% (n = 330,000) | AID 488837, 2010; also: potency is read from the fitted curve at half-maximal effect; % is scaled to controls: 0 for no effect and ±100 for the full control effect
#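 Eya2 (0.2 uM) preincubated 10 min at ambient with compound, then OMFP substrate added at 50 uM; 10 min reaction in 50 mM HEPES pH 7.5, 50 mM NaCl, 5 uM MgCl2, 0.05% BSA, 1 mM DTT. Fluorescence read at Ex 485/Em 525 nm.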
# USP2a inh: qHTS Assay for Inhibitors of Ubiquitin-specific Protease USP2a Using CHOP2 as the Reporter; AID 463254, 2010; USP2 core, Ub-CHOP2 coupled fluorogenic reporter, 485/531; actives 0.01% (n = 330,000); Potency, µM (doses to about 38.3 µM), for inactives: top-dose activity change, negative = inhibition, actives largely listed as inhibitors; Ubiquitin carboxyl-terminal hydrolase 2 (Homo sapiens), O75604;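 also: potency is read from the fitted curve at half-maximal effect; plate controls were DMSO wells for no effect and full inhibition by NEM control for full effect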
# Target sequence (O75604 whole entry, looked up): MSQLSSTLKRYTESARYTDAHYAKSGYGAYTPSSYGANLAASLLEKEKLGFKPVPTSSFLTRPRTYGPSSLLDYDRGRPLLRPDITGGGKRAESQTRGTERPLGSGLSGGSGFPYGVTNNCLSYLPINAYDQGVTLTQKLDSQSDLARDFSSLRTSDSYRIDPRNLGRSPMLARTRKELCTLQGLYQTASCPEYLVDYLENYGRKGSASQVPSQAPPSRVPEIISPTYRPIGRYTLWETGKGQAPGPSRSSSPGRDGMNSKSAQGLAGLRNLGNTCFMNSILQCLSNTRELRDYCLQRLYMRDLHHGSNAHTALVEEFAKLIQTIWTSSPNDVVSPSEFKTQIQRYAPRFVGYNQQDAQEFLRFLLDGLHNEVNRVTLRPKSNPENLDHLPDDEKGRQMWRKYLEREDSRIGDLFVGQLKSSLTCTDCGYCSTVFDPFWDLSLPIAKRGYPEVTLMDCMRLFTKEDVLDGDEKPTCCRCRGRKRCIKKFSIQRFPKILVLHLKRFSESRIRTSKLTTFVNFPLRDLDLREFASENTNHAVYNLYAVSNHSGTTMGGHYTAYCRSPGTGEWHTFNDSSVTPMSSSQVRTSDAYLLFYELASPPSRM
#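 Deubiquitinase activity read as fluorescence (485/531 nm) after Ub-CHOP2 cleavage activates the enterokinase reporter on its substrate; USP2 core 10nM, Ub-CHOP2 and substrate 25nM each, 30min compound preincubation then 60min RT; data normalized to NEM, curves fitted.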
# TRPV1 agonist: HTS Assay for Compounds that Act as Agonists of the Vanilloid Receptor 1 | Transient receptor potential cation channel subfamily V member 1 (Homo sapiens), Q8NER1 | TRPV1-expressing cells, Fluo-8 calcium influx, agonist mode | activation, % at 8.33 µM | actives 0.19% (n = 320,000) | AID 540275, 2011; in the data active = activation above about 80%; inconclusive = between about 30% and that limit; also: 0% is about no effect
#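 Fluo-8 calcium influx in TRPV1-expressing cells, kinetic read (ex 480/em 520 nm). Compound added and read 3 min for agonist activity, followed by capsaicin at EC20 final and 2 min further read for enhancement.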
# AT treatment: qHTS Assay for Identifying a Potential Treatment of Ataxia-Telangiectasia. Potency, µM (titrated, usually from 57.5 µM), for inactives: at the highest dose activation, usual class: activators. […] A-T fibroblasts, KAP-1 phosphorylation AlphaLISA; neocarzinostatin DNA damage 30 min before lysis. actives 0.19% (n = 320,000); also: potency is read from the fitted curve at half-maximal effect; % of control where 0% means no effect; nearly all actives have a fitted effect of over 45% in size
#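 hTERT-immortalized A-T patient fibroblasts ([…]), 500 cells/well in OPTI-MEM, 1% FBS, got compounds for 60 min, then NCS for 30 min at 37C. Lysates were then assayed for phospho-KAP-1 by AlphaLISA (anti-pKAP1 donor, anti-KAP1 acceptor beads), 6 hr at 25C.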
# KCNH2 3.1 block: qHTS for Inhibitors of KCHN2 3.1: Mutant qHTS | Potassium voltage-gated channel subfamily H member 2, brain isoform KCNH2 3.1 (human) | actives 0.95% (n = 340,000) | U2OS KCNH2 3.1, thallium flux FluxOr; stronger effect = lower value | activity change, % (tested at about 1.8 µM);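 active = maximum activity change below -70%; inconclusive = maximum activity change from -70% to -50%; inactive = maximum activity change above -50%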;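 also: thallium influx rate constant from kinetic fluorescence after stimulation buffer; % is scaled to controls: 0 for no effect and ±100 for the full control effect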
#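 Kinetic fluorescence (2 min after stimulation buffer) measures Tl+ influx through KCNH2 3.1 expressed by viral transduction in U2OS cells; the rate constant is normalized against DMSO controls serving as positive and negative references.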
# TCR act: Activators of T cell receptors: qHTS campaign; primary human leukocytes, anti-CD3, IL-2 HTRF, 48 h; Potency, µM (series often up to 9.22 µM), for the others: at the top dose activation of IL-2 secretion, usual class: activators; 330,000 tested, under 10 active; AID 504894, 2011; also: % of control where 0% means no effect
#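 IL-2 release read by HTRF sandwich (Eu cryptate donor, d2 acceptor, 665 nm emission) after 48 hr exposure of primary human leukocytes to compound together with anti-CD3 beads in the absence of co-stimulatory signals.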
# ELG1 repair inh: qHTS screen for small molecules that inhibit ELG1-dependent DNA repair in human embryonic kidney (HEK293T) cells expressing luciferase-tagged ELG1. HEK293T ELG1-luciferase reporter, luminescence, 16 h; DNA damage induced by 5-fluorouridine. Potency, µM (highest dose often 46.1 µM), for inactives: top-dose activity change, negative = inhibition, actives largely listed as inhibitors. actives 2.3% (n = 330,000). AID 504467, 2011; also: potency is read from the fitted curve at half-maximal effect; % is scaled to controls: 0 for no effect and ±100 for the full control effect; nearly all actives have a fitted effect of over 55% in size
#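 Overnight (16 hr) co-exposure of 2,000 cells/well to 5-fluorouridine and compound at 37 °C preceded detection. Luciferase was quantified via ONE-Glo luminescence; loss of signal denotes inhibition.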
# * = called active by the depositor; ? = inconclusive; · = no result given; [ ] = remark or other dose. Unless noted, calls follow the shape of the dose curve; as a rule, active = well fitted curve in the direction sought with a large enough effect; inconclusive = small, poorly fitted or top-dose-only effect, or another doubt; inactive = no such curve, though single readings can be large; an effect the other way counts as inactive or inconclusive.
Molecule,Mito fusion act,TSHR antag,hERG WT inh,Eya2 inh,USP2a inh,TRPV1 agonist,AT treatment,KCNH2 3.1 block,TCR act,ELG1 repair inh
NC(=O)COc1ccc(-n2cnnn2)cc1,-3%,-7,-13,-21%,-2%,2,1%,2,-1%,-11%
CCOC(=O)c1[nH]c2ccccc2c1NC(=O)c1ccc(S(=O)(=O)N(C)C)cc1,0%,8,-2,-8%,1%,9,2%,-5,11%,-11%
COc1cc(OC)c(-c2nnc(-c3ccc(OC)c(OC)c3OC)o2)cc1OC,11%,-7,20,-1%,-1%,-4,4%,7,5%,?
CC(C)OCCCNC(=O)CCc1nc(-c2ccccc2)no1,0%,2,5,18%,3%,-1,-4%,0,·,12%
O=C(Nc1nnc(-c2ccncc2)o1)C1CCCCC1,-2%,1,-8,-2%,6%,-2,-4%,4,0%[46.1 µM],7%
Cc1noc(C)c1NC(=O)Nc1ccc2c(c1)C(=O)N([C@@H](C)CO)C[C@@H](C)[C@@H](CN(C)Cc1ccc3c(c1)OCO3)O2,·,3,0,0%,2%,·,6%,·,5%,?
CCCS(=O)(=O)Nc1cc(C(F)(F)F)ccc1OCCOC,3%,-10,-5,-8%,-2%,1,5%,-21,0%,1%
Cc1nc2c(cnn2-c2ccccc2Cl)c(=O)n1-c1ccc(N2CCC(C)CC2)cc1,-3%,11,-14,-3%,-1%,-7,0%,8,-1%,16µM*
CCOC(=O)c1c(CN(C)C)n(C)c2c(O)c(N=NC(N)=O)c3ccc(Br)cc3c12,-17%,10,-1,-8%,-1%,11,-1%,13,-40%,-14%
S=C(c1cccs1)N1CCCC1,4%,-3,-5,14%,5%,0,1%,3,3%,10%
Cc1cc(-c2ccc(NC(=O)[C@@H]3CCCC[C@@H]3C(=O)O)c(C)c2)ccc1NC(=O)[C@@H]1CCCC[C@@H]1C(=O)O,15%,8,4,9%,6%,-5,2%,-21,-1%,15%
CC(=O)c1cccc(NC(=O)N2CCCC2C(=O)NCCC(C)C)c1 (stereo not drawn),3%,25,1,6%,4%,5,-2%,7,7%,-13%

# Given with two lines to a compound: entries from further up
# Each structure is followed by: Mito fusion act | TSHR antag | hERG WT inh | Eya2 inh | USP2a inh | TRPV1 agonist | AT treatment | KCNH2 3.1 block | TCR act | ELG1 repair inh
> Cc1noc(C)c1NC(=O)Nc1ccc2c(c1)C(=O)N([C@@H](C)CO)C[C@@H](C)[C@@H](CN(C)Cc1ccc3c(c1)OCO3)O2
    · | 3 | 0 | 0% | 2% | · | 6% | · | 5% | ?
> Cc1cc(-c2ccc(NC(=O)[C@@H]3CCCC[C@@H]3C(=O)O)c(C)c2)ccc1NC(=O)[C@@H]1CCCC[C@@H]1C(=O)O
    15% | 8 | 4 | 9% | 6% | -5 | 2% | -21 | -1% | 15%
> CC(=O)c1cccc(NC(=O)N2CCCC2C(=O)NCCC(C)C)c1 (stereo not drawn)
    3% | 25 | 1 | 6% | 4% | 5 | -2% | 7 | 7% | -13%
> O=C(Nc1nnc(-c2ccncc2)o1)C1CCCCC1
    -2% | 1 | -8 | -2% | 6% | -2 | -4% | 4 | 0%[46.1 µM] | 7%
> CCCS(=O)(=O)Nc1cc(C(F)(F)F)ccc1OCCOC
    3% | -10 | -5 | -8% | -2% | 1 | 5% | -21 | 0% | 1%

# (next part)
Molecule,Mito fusion act,TSHR antag,hERG WT inh,Eya2 inh,USP2a inh,TRPV1 agonist,AT treatment,KCNH2 3.1 block,TCR act,ELG1 repair inh
COc1ccc(OC)c(/C=N/Nc2nc(C)cc(=O)[nH]2)c1,10%,-4,5,-25%,-2%,-6,0%,14,2%,14%
CC(Sc1nnc(-c2ccco2)n1C)C(=O)N(C)C1CCCCC1 (stereo not drawn),-3%,-7,-10,14%,2%,0,0%,21,1%,-8%
COC(=O)c1ccc(Oc2coc3cc(OCc4ccc([N+](=O)[O-])cc4)ccc3c2=O)cc1,1%,0,-1,3%,3%,-2,-7%,1,0%[46.1 µM],10%
COc1ccc2c(-c3cc4ccc(OCc5ccc(F)cc5)cc4oc3=O)cc(=O)oc2c1,-5%,-5,0,5%,1%,-7,-5%,4,5%[46.1 µM],4%
CCOC(=O)c1[nH]c2ccc(OC)cc2c1NC(=O)CN1CCSCC1,7%,-8,10,16%,?,?,22%,-8,0%,?
O=C(/C=C/c1cccc(F)c1)Nc1cc(S(=O)(=O)N2CCOCC2)ccc1N1CCCC1,-1%,-8,0,-1%,0%,4,2%,-2,2%[46.1 µM],-11%
COc1ccc(-c2nn(-c3ccccc3)cc2/C=C/C(=O)OCC(=O)Nc2ccccc2C#N)cc1,-3%,-33,5,0%,0%,2,4%,-13,12%,6%
Cc1noc(C)c1NC(=O)N(C)C[C@H]1Oc2ccc(NC(=O)Nc3ccc4c(c3)OCO4)cc2C(=O)N([C@H](C)CO)C[C@@H]1C,·,0,-5,-7%,4%,·,-4%,1,-1%,?
O=C(O)c1c2c(nc3ccc(S(=O)(=O)N4CCC(C(=O)NC5CCCCCC5)CC4)cc13)CCCC2,-3%,-10,0,6%,3%,-1,-6%,-5,10%,5%
CCOc1ccc(-c2cccc(NC(=O)c3cccs3)c2)nn1,28%,-4,-2,10%,-1%,17,0%,31,3%,?
CCOc1ccccc1N(CC(=O)N1CCCCCC1)S(C)(=O)=O,-2%,0,1,-13%,5%,0,-5%,2,1%,-3%
COc1ccc(NC(=O)CN(C)C(=O)/C=C/c2cn(-c3ccccc3)nc2-c2ccc(F)cc2)cc1,-12%,11,-3,8%,0%,?,6%,-19,10%,?

# The results go on.
SMILES	Mito fusion act	TSHR antag	hERG WT inh	Eya2 inh	USP2a inh	TRPV1 agonist	AT treatment	KCNH2 3.1 block	TCR act	ELG1 repair inh
O=C1NN(c2ccc(F)c(Cl)c2)C(=O)/C1=C\c1cccc(OC(=O)c2cccs2)c1	5%	-4	-4	5%	4%	-3	1%	-28	5%	18%
Cc1nc(CCNC(=O)CC2C(=O)NCCN2Cc2ccccc2)sc1C (stereo not drawn)	-1%	17	1	0%	0%	-7	7%	10	1%	14%
COc1ccccc1NC(=S)NNC(=O)c1ccc(Cl)cc1Cl	17%	0	-5	-4%	2%	-1	0%	25	-2%[46.1 µM]	?
CC(=O)NCCSCCNC(C)=O	1%	-6	8	1%[15.4 µM]	3%	-1	-4%	-2	·	-3%
COC(=O)c1nnn(CC(=O)Nc2cccc(OC)c2)c1C(=O)OC	4%	-2	7	5%	-9%	3	·	-4	-5%	?
c1ccc(CCNc2ncnc3c2nnn3Cc2ccccc2)cc1	-2%	-13	-4	-30%	-2%	0	-1%	-48	·	21%
c1ccc(C2Nc3ccccc3Oc3ccccc32)cc1 (stereo not drawn)	?	1	-7	-4%	-6%	3	·	6	2%[46.1 µM]	1%
CCC(=O)N1CCN(c2ccc(NC(=O)COc3ccc(CC)cc3)cc2)CC1	-22%	14	8	8%	2%	0	4%	12	4%	-15%
CC1CCc2cc(F)ccc2N1C(=O)c1cc2nc(-c3ccco3)cc(C(F)(F)F)n2n1 (stereo not drawn)	2%	-9	-13	-20%	1%	7	-7%	-3	1%	?
Cc1ccc(S(=O)(=O)N(C)c2cc(S(=O)(=O)N3CCOCC3)c(C)cc2C)cc1	2%	-10	-13	-5%	-1%	1	-5%	-5	-8%	-14%
Cc1ccc(CNS(=O)(=O)CCNC(=O)c2ccccc2)cc1	2%	4	-1	-25%	1%	0	0%	-9	0%	10%
CCOC(=O)/C=c1\s/c(=C\c2ccccc2OC)c(=O)n1CC(=O)N1CCOCC1	14%	-7	-1	15%	1%	5	1%	-11	-5%	?

# These rows are one share of the data. The share of hits here may be higher or lower than overall.
